# MrgX1 PAM – allosterically activates human MrgX1 receptor signaling. Q96LB2. MrgX1-HEK293, Fluo-4 calcium flux, FDSS; stronger effect = higher value. B-score at 10 µM. 0.63% of 310,000 active;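 active = plate-corrected calcium response at least 3 library SD above typical, normal starting fluorescence, not activating the receptor alone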;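 note: compound read alongside a low EC10 to EC30 dose of BAM8-22 agonist; peak minus trough fluorescence over baseline measured at the second addition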
# TRPC6 activator – activators of mouse TRPC6 channel. HEK293-TRPC6 membrane potential dye fluorescence; stronger effect = higher value. 0.13% of 310,000 active. Q61143. B-score at 10 µM;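 active = B-score of the integrated fluorescence ratio above library mean plus 3 SD, and starting fluorescence ratio within library mean plus 5 SD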;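 note: higher score means more depolarization so channel activation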
# TRPC6 inhibitor – blocks the mouse TRPC6 cation channel. Q61143. HEK293-TRPC6, membrane potential dye, ACh-evoked depolarization; stronger effect = lower value. B-score at 10 µM. 1.1% of 310,000 active;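 active = B-score under library mean minus 3 SD, initial fluorescence not abnormally high, positive integrated signal ratio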;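 note: B-score derived from integrated fluorescence ratio over the kinetic read; more negative B-score means stronger inhibition of depolarization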
# TRPC4 PAM – allosteric potentiators of mouse TRPC4 channel; Q9QUQ5; HEK293 TRPC4beta/mu-opioid, DAMGO EC20, Fluo-4 Ca2+ flux; stronger effect = higher value; B-score at 10 µM; 0.42% of 310,000 active; AID 2227;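 active = B-score of calcium response area above 5 SD of library B-scores, with initial fluorescence ratio within 5 SD of library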;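 note: B-score of integrated fluorescence ratio over time as area under calcium response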
# MrgX1 ag – agonists of human MrgX1 receptor; 0.44% of 310,000 active; Q96LB2; B-score at 10 µM; MrgX1-HEK293 cells, Fluo-4 calcium fluorescence, agonist mode; stronger effect = higher value;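 active = calcium response B-score plate-corrected fluorescence ratio at least 3 library SD, with starting fluorescence B-score inside 5 SD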
#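 Assay system: stable human MrgX1 HEK293 cell line. Quantity: 15,000 cells per well. Schedule: cells plated overnight, dye loaded 0.5 h 37 °C, 0.5 h room temperature. Detection: Fluo-4 NW calcium-flux fluorescence, kinetic read. Read-out basis: peak-minus-minimum fluorescence over baseline, converted to B scores. Control set: positive and negative control wells on each plate.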
# TRPC4 act – activators of mouse TRPC4 channel | Q9QUQ5 | HEK293 TRPC4beta/mu-opioid, Fluo4 calcium fluorescence; stronger effect = higher value | B-score at 10 µM | 0.49% of 310,000 active | AID 2237;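 active = B-score above 5 SD of library B-scores, and initial fluorescence ratio not above library mean plus 5 SD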;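 note: positive B-score marks a calcium rise read as TRPC4 activation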
#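 Material: HEK293 stable line with TRPC4beta plus mu-opioid receptor; technique: Fluo4 calcium-sensitive dye fluorescence, kinetic, 1 Hz baseline; timing: Fluo4 dye loading 45 min at room temperature, 110 s recording; controls: assay buffer as low control, maximal DAMGO as high control; read-out: integrated baseline-normalised fluorescence ratio, converted to per-well B score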
# TMEM16A act – mouse TMEM16A channel activation, primary screen | Q8BHY3 | B-score at 10 µM | 0.3% of 340,000 active | HEK293 TMEM16A/YFP-H148Q/I152L, iodide quench fluorescence; stronger effect = lower value;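 active = fluorescence-ratio B-score plate-corrected deviation score at least 3 library SD below zero, with starting fluorescence score within 5 deviations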;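 note: channel opened by trigger with iodide after compound preincubation; score built on the fluorescence ratio of max minus min over baseline; more negative score means more quench and so TMEM16A activation or potentiation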
# Target sequence (Q8BHY3 whole entry, looked up): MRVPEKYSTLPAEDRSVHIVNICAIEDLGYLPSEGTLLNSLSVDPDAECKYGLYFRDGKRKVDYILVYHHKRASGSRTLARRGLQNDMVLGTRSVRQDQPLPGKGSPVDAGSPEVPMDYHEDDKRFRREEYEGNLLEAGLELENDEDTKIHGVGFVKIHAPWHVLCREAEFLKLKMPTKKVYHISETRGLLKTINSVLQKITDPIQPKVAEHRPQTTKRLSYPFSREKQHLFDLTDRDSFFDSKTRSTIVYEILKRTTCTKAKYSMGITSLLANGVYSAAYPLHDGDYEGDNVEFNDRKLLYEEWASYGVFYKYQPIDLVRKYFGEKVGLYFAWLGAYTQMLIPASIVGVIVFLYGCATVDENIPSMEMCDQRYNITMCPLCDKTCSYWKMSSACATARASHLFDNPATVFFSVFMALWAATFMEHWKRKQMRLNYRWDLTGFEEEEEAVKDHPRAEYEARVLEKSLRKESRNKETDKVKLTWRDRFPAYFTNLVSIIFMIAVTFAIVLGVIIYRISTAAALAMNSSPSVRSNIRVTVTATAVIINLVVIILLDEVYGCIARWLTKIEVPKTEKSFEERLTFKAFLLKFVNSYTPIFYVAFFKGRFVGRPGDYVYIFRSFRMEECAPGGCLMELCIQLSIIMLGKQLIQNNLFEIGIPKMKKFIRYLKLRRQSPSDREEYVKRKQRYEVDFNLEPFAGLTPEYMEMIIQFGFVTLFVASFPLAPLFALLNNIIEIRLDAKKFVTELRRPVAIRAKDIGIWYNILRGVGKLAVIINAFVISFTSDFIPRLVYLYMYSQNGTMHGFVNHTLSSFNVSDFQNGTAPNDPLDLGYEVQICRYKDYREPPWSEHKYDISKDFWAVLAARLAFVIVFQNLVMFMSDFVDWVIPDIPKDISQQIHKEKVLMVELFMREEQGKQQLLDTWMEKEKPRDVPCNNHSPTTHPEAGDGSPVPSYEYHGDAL
# TMEM16A inh – inhibitors of mouse TMEM16A calcium-activated chloride channel. normalized B-score (activity score, 25-100; higher = stronger inhibition) at 10 µM. Q8BHY3. 1.2% of 310,000 active. AID 588511. HEK293 TMEM16A/YFP iodide influx fluorescence, ionomycin;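 active = ratio plate-corrected score three or more library SD toward inhibition, starting fluorescence score within five deviations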;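 note: score derived from kinetic fluorescence span divided by baseline fluorescence per well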
# TRPC4 block – TRPC4 (mouse) channel inhibition | 0.39% of 300,000 active | B-score at 10 µM | HEK293 TRPC4beta/mu-opioid, DAMGO-evoked Fluo4 calcium flux; stronger effect = lower value;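 active = B-score over 3 SD under the library average, no early fluorescence shift, positive overall ratio signal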
#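 test system = HEK293 cells with stable TRPC4beta plus mu-opioid receptor expression | detection = Fluo4 Ca2+ flux fluorescence | read-out = integrated fluorescence ratio relative to baseline, converted to per-well B score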
# MrgX1 antag – blocks BAM8-22 activation of human MrgX1 receptor; B-score at 10 µM; 1.3% of 310,000 active; MRGX1-HEK293 calcium flux, Fluo-4, BAM8-22 antagonism; stronger effect = lower value; AID 588676; Q96LB2;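 active = calcium-response B-score plate-corrected more than 3 library SD below zero, starting fluorescence within 5 deviations, no agonist response on first addition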;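 note: peak minus trough fluorescence over baseline after final BAM8-22 challenge near maximal dose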
# RGS4 block – human RGS4 inhibition; 0.45% of 310,000 active; HEK293 M3R/RGS4 inducible, Fluo-4 calcium flux; stronger effect = higher value; triggered by carbachol at its EC20; B-score at 10 µM;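 active = B-score, a plate-corrected calcium signal, over three deviations above library mean, with baseline fluorescence within five deviations of library mean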;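 note: RGS4 expression induced by doxycycline in cells with stable M3 receptor; B-score is computed from the integrated fluorescence ratio over baseline after carbachol; higher B-score means a larger calcium signal and so more RGS4 inhibition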
# Active calls of the source: *; i = inactive; nt = no result given.
SMILES,MrgX1 PAM,TRPC6 activator,TRPC6 inhibitor,TRPC4 PAM,MrgX1 ag,TRPC4 act,TMEM16A act,TMEM16A inh,TRPC4 block,MrgX1 antag,RGS4 block
CC(NS(=O)(=O)/C=C/c1ccccc1)C(=O)NCCc1ccc(S(N)(=O)=O)cc1 (stereo not given),i,i,i,i,i,i,i,i,i,i,i
COP(=O)(OC)c1nc(-c2cccc3ccccc23)oc1N1CCOCC1,i,i,i,i,i,i,i,i,i,i,i
COc1cc(CNC2CCCc3ccccc32)cc(OC)c1OC (stereo not given),i,i,i,i,i,i,i,i,i,i,i
CCOc1ccc(NC(=O)CCN2CCN(c3ccccc3OC)CC2)cc1,i,i,i,i,i,i,i,i,i,i,i
c1ccc(-n2ncc3c(NCc4ccc5c(c4)OCO5)ncnc32)cc1,i,i,i,i,i,i,i,i,i,i,i
CCOc1ccc(NC(=S)N2CCc3cc(OC)c(OC)cc3C2COc2ccc3c(C)cc(=O)oc3c2)cc1 (stereo not given),i,i,i,i,i,i,i,i,i,i,i
COC(=O)CC1SCCNC1=O (stereo not given),i,i,i,i,i,i,i,i,i,i,i
CN(C)C(CNC(=O)c1cccc(S(=O)(=O)NCc2ccccc2)c1)c1ccco1 (stereo not given),i,i,i,i,i,i,i,i,i,i,i
O=C(NC(=S)Nc1ccc(N2CCOCC2)c(Cl)c1)c1cncc(Br)c1,i,i,i,i,i,i,i,i,i,i,i
CC1CCN(S(=O)(=O)c2nnc(NC(=O)c3cccc(Cl)c3)s2)CC1,i,i,i,i,i,i,i,i,i,i,i
FCCCOc1ccc(/C=N/OCc2ccc(Cl)cc2)cc1,i,i,i,i,i,i,i,i,i,i,i
O=C(NCCc1ccccc1)c1ccc(CS(=O)(=O)c2ccc(Cl)cc2)o1,i,i,i,i,i,i,i,i,i,i,i
COC(=O)c1ccccc1NC(=O)Cc1ccccc1OC,i,i,i,i,i,i,i,i,i,i,i
CC(=O)C1C(c2ccccc2OC(F)F)NC(=O)NC1(O)C(F)(F)F (stereo not given),i,i,i,i,i,i,i,i,i,i,i
CCS(=O)(=O)N1CCN(C(=O)c2cccnc2)CC1,i,i,i,i,i,i,i,i,i,i,i
Cc1cc2c(C)nc(N/N=C/c3ccc([N+](=O)[O-])cc3)nc2o1,i,i,i,i,i,i,i,i,i,i,i
Cc1ccc(-c2cc(-c3ccc(F)cc3)c(C#N)c(N)n2)o1,i,i,i,i,27*,i,i,i,i,i,i
CC1(C)OC(=O)C(=CNNc2c(Cl)cc(Cl)cc2Cl)C(=O)O1,i,i,i,i,i,i,i,i,i,i,i
Cc1cc(C)cc(C(=O)NCC(=O)OC(C)C(=O)N(C)c2ccccc2)c1 (stereo not given),i,i,i,i,i,i,i,i,i,i,i
COc1nccnc1NS(=O)(=O)c1ccc(NC(=S)NC(=O)c2ccccc2)cc1,i,i,i,i,i,i,i,i,i,i,i
CC(=O)Nc1sc2c(c1C(c1ccccn1)N1CCN(C)CC1)CCCC2 (stereo not given),i,i,i,i,i,i,i,i,i,i,i
c1ccc2c(CNCCN3CCOCC3)cccc2c1,i,i,i,i,i,i,i,i,i,i,i
Cc1ccc(N2C(=O)C3C4C=CC(CC4)C3C2=O)cc1Cl (stereo not given),i,i,i,i,i,i,i,i,i,i,i
COC(=O)N/N=C/c1c[nH]c2ccccc12,i,i,i,i,i,i,i,i,i,i,i
CCC(=O)c1c[nH]c(C(=O)N2CCOCC2)c1,i,i,i,i,i,i,i,i,i,i,i
SMILES,MrgX1 PAM,TRPC6 activator,TRPC6 inhibitor,TRPC4 PAM,MrgX1 ag,TRPC4 act,TMEM16A act,TMEM16A inh,TRPC4 block,MrgX1 antag,RGS4 block
CCOC(=O)Cc1ccc(NC(=O)c2ccc([N+](=O)[O-])cc2)cc1,i,i,i,i,i,i,i,i,nt,i,i
C(=N\n1cnnc1)/c1ccc(OC2CSC2)cc1,i,i,i,i,i,i,i,i,i,i,i
Cc1nn(CC(=O)Nc2nccs2)c(C)c1[N+](=O)[O-],i,i,i,i,i,i,i,i,i,i,i
CCC(CC)CN1C(N(C)C)=NC[C@@H]1CC(C)C,i,nt,nt,nt,i,nt,i,i,nt,i,nt
CCN(CC)C(=O)C1CCN(S(=O)(=O)c2ccc(-n3cnnn3)cc2)CC1,i,i,i,i,i,i,i,i,i,i,i
Cc1cc(C)c2nc(NNC(=O)c3cc(-c4cccs4)nc4ccccc34)sc2c1,i,i,i,i,i,i,i,i,i,i,i
O=C(Nc1nc2ccccc2[nH]1)c1ccc(F)c(S(=O)(=O)N2CCOCC2)c1,i,i,i,i,i,i,i,i,i,i,i
COc1cc(C(C(=O)NC2CCCC2)N(C(=O)Cc2cccs2)C2CC2)cc(OC)c1OC (stereo not given),i,i,i,i,i,i,i,i,i,i,i
O=C(CSc1nnc(-c2cccnc2)o1)c1cc2ccccc2oc1=O,i,i,i,i,i,i,i,i,i,i,i
CC(Sc1n[nH]c(=O)n1Cc1ccccc1)C(=O)NC1CCCCC1C (stereo not given),i,i,i,i,i,i,i,i,i,i,i
O=S(=O)(Nc1cccc(Br)c1)c1cccc2nsnc12,i,i,i,i,i,i,i,i,i,i,i
Cc1cc(Br)ccc1NC(=O)CNC(=O)CN1C(=O)NC2(CCCCCC2)C1=O,i,i,i,i,i,i,i,i,i,i,i
N#Cc1ccc(NCC(=O)Nc2ccc3c(c2)OCCO3)cc1,i,i,i,i,i,i,i,i,i,i,i
CCC(=O)Nc1nc(-c2ccc3c(c2)OCCO3)cs1,i,i,i,i,i,i,i,i,i,i,i
CCN(CC)c1ccc(NC(=S)NCC2CCCO2)cc1 (stereo not given),i,i,i,i,i,i,i,i,i,i,i
COc1ccc(NC(=S)NN2CCOCC2)cc1OC,i,i,i,i,i,i,i,i,i,i,i
C[C@]12CC[C@@H]3c4cc(O)c(O)cc4CC[C@H]3[C@@H]1CC[C@@H]2O,i,i,i,i,i,i,i,i,i,i,i
COc1ccc(NC(=O)CN(C)C(=O)c2sc3cc(Cl)ccc3c2Cl)cc1,i,i,i,i,i,i,i,i,i,i,i
Cc1ccc(C(=O)NNC(=O)c2ccncc2)cc1C,i,i,i,i,i,i,i,i,i,i,i
CC(C)N=C(Nc1ccccc1)c1cccnc1,i,i,i,i,i,i,i,i,i,i,i
CCOC(=O)c1c(NC(=O)CSC(=S)N2CCOCC2)sc(C)c1C,i,i,i,i,i,i,i,i,i,i,i
COc1ccc(CNS(=O)(=O)c2cc(-c3cc(C)no3)ccc2OC)cc1OC,i,i,i,i,i,i,i,i,i,i,i
O=C1NC(=O)/C(=C/c2ccc(OS(=O)(=O)c3ccc(F)cc3F)cc2)N1,i,i,i,i,i,i,i,i,i,i,i
CCn1c(COc2ccccc2)nnc1SCC(=O)Nc1cc(C)ccc1OC,i,i,i,i,i,i,i,i,i,i,i
COc1ccc(C(=O)NC(=S)NC2CCCCC2)cc1,7.2*,i,i,i,i,i,i,i,i,i,i

# Reprinted at random: 3 compounds from above.
SMILES,MrgX1 PAM,TRPC6 activator,TRPC6 inhibitor,TRPC4 PAM,MrgX1 ag,TRPC4 act,TMEM16A act,TMEM16A inh,TRPC4 block,MrgX1 antag,RGS4 block
N#Cc1ccc(NCC(=O)Nc2ccc3c(c2)OCCO3)cc1,i,i,i,i,i,i,i,i,i,i,i
Cc1cc(Br)ccc1NC(=O)CNC(=O)CN1C(=O)NC2(CCCCCC2)C1=O,i,i,i,i,i,i,i,i,i,i,i
O=C1NC(=O)/C(=C/c2ccc(OS(=O)(=O)c3ccc(F)cc3F)cc2)N1,i,i,i,i,i,i,i,i,i,i,i

# (continued)
SMILES,MrgX1 PAM,TRPC6 activator,TRPC6 inhibitor,TRPC4 PAM,MrgX1 ag,TRPC4 act,TMEM16A act,TMEM16A inh,TRPC4 block,MrgX1 antag,RGS4 block
NC(=O)c1cc2cc(Br)ccc2oc1=NCc1ccccc1,i,i,i,i,i,i,-8.5*,i,i,i,i
Cc1ccc(-n2c(SCC(=O)Nc3ccc(Cl)cc3)nc(O)cc2=O)cc1,i,i,i,i,i,i,i,i,i,i,i
COC(=O)c1c(NC(=O)c2ccccc2N(C)S(=O)(=O)c2ccccc2)sc2c1CCCC2,nt,i,i,i,nt,i,i,nt,i,nt,i
C#CCOCCOCCOCCNc1nc(N2CCN(C(=O)CCCCCCCCCCNC(=O)[C@H](CCCCN)n3cc(C)nn3)CC2)nc(N2CCN(C(=O)CCCCCCCCCCNC(=O)[C@H](CCCCN)n3cc(CCCC(=O)O)nn3)CC2)n1,i,nt,nt,nt,i,nt,i,i,nt,i,nt
Cc1cc(C)nc(NS(=O)(=O)c2ccc(N/C=C\C(=O)c3ccc(Cl)cc3)cc2)n1,i,i,i,i,i,i,i,i,i,i,i
CCOC(=O)c1c(NC(=S)Nc2ccccc2)sc(C)c1C,i,i,i,i,i,i,i,i,i,i,i
O=C(c1ccccc1F)N1CCN(c2cccc(C(F)(F)F)c2)CC1,i,i,i,i,i,i,i,i,i,i,i
COc1ccc(NC(=S)NCCc2c(C)[nH]c3ccc(OC)cc23)cc1,i,i,i,i,i,i,i,i,i,i,i
COc1cc(/C=N\NC(=O)c2ccc(=O)[nH]n2)cc(OC)c1OC,i,i,i,i,i,i,i,i,i,i,i
CC(CN1CCCCC1)OC(=O)/C=C/c1ccccc1 (stereo not given),i,i,i,i,i,i,i,i,i,i,i
CC1=C(C(N)=O)C(c2ccccn2)n2nc(SCc3ccccc3)nc2N1 (stereo not given),i,i,i,i,i,i,i,i,i,i,i
Cc1nc2scc(-c3cccs3)c2c(=O)n1N,i,i,i,i,i,i,i,i,i,i,i
Cc1ccccc1OCCC(=O)OCC(=O)NCCNC(=O)COC(=O)CCOc1ccccc1C,i,i,i,i,i,i,i,i,i,i,i
COCCn1c(SCC(=O)N2CCOCC2)nnc1-c1ccco1,i,i,i,i,i,i,i,i,i,i,i
O=C(NCC1(N2CCOCC2)CCCCC1)c1cccc(S(=O)(=O)N2CCc3ccccc3C2)c1,i,i,i,i,i,i,i,i,i,i,i
CCn1c(C(=O)N2CCCC(C(=O)NCCCc3ccccc3)C2)cc2sccc21 (stereo not given),i,i,i,i,i,i,i,i,i,i,i
